Bioassay records deposited in PubChem by several laboratories.
TRPML3 ag: activates the human TRPML3 channel. HEK293 TRPML3-YFP, Fluo-8 calcium fluorescence; 100% = the carbachol control signal. activation, % at 3 µM. 0.29% of 220,000 active. AID 1448;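 active means activation above its plate's cutoff, the mean activation of the plate's test wells plus 3 SD, cut at about 12% in these data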;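 further: 0% = DMSO only wells and 100% = carbachol wells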
Target sequence (Q8TDD5 whole entry, looked up): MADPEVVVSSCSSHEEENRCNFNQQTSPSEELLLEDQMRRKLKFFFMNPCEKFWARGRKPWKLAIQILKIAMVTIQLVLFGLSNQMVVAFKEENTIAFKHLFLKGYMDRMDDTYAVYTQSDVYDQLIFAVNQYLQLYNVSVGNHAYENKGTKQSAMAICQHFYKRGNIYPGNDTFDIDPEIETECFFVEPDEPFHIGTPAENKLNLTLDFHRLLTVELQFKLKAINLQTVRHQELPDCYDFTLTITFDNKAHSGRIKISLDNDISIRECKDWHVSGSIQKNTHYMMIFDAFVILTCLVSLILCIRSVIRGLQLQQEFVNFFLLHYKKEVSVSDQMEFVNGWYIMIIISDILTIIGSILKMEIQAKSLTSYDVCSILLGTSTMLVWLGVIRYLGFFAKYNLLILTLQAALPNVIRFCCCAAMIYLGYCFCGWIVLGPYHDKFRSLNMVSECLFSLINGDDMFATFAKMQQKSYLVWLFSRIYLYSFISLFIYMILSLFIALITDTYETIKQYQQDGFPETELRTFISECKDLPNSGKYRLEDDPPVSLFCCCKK
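Material: TRPML3-YFP stable HEK293 cells | Dosing: One concentration, 3 µM nominal, 0.3% DMSO | Timing: 125 s total fluorescence read per well | Technique: Fluo-8 calcium dye fluorescence, ex 470-495, em 515-575 nm | Measure: Percent activation from peak-to-basal fluorescence ratio, scaled between DMSO and carbachol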
Furin inh: inhibitors of human furin | 0.061% of 220,000 active | P09958 | inhibition, % at 30 µM | purified furin, fluorogenic substrate cleavage; in the data active means inhibition above about 25%; further: inactives centre near -15
PPC-1+TRAIL kill: kills PPC-1 cancer cells in the presence of TRAIL. cell killing (% activity), % at 4 µM. 0.41% of 220,000 active. PPC-1 cells + TRAIL, ATPLite viability luminescence;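 active means cell killing above 50% in the first pass at 4 µM, then a duplicate retest at 5 µM averaging 50% or more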;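 further: plate controls were cells with TRAIL plus DMSO for no effect and medium-only wells lacking cells for full effect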
EBV gp42 inh: inhibitors of Epstein-Barr virus glycoprotein 42. Q1HVG2. Fluorescence polarization binding assay, mP read-out. inhibition, % (tested at 21.74 µM). 0.42% of 220,000 active; in the data active means inhibition above about 50%
Target sequence (Q1HVG2 whole entry, looked up): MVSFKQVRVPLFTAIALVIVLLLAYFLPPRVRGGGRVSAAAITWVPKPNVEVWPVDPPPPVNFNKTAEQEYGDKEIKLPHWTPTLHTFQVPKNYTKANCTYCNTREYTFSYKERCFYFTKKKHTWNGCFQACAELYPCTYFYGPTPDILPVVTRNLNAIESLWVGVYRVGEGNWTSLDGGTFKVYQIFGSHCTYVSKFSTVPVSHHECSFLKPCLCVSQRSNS
Thrombin inh: inhibitors of human thrombin | P00734 | alpha-thrombin, Boc-VPR-AMC fluorogenic substrate cleavage | inhibition, % at 5 µM | 0.26% of 220,000 active | AID 1046;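 active means inhibition at or above 40%; inactive means inhibition below 40%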;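 further: 0% = enzyme with no compound and 100% = wells without enzyme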
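System: human alpha-thrombin protein; Compound dosing: one concentration per compound, 5 µM, with 0.2% DMSO; Timing: reaction at room temperature; Technique: AMC fluorescence, 355/460 nm; Controls: enzyme without compound as high, wells lacking enzyme as low.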
Calpain2 inh: calpain II (pig) inhibition; 0.37% of 220,000 active; inhibition, % at 16 µM; purified calpain II, fluorogenic peptide substrate, 30 min; AID 1236;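 active means inhibition above about 50%, limit read from the data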
Tb hexokinase: T. brucei hexokinase 1 inhibition; inhibition, % at 10 µM; AID 1430; 0.11% of 220,000 active; recombinant TbHK1, G6PDH-coupled NADH A340;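 active means inhibition of 50% or more in the single-dose primary screen; inactive means inhibition below 50%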
zfTRPN1 agonist: activates the zebrafish TRPN1 channel; HEK293 zebrafish TRPN1-YFP, Fluo-8 calcium fluorescence; 100% = response to 87 µM carbachol; activation, % at 3 µM; 0.18% of 220,000 active;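 active means activation above its plate's cutoff, the mean activation of test wells on that plate plus 3 SD, cut at about 19% in these data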;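 further: 0% = DMSO alone and 100% = 87 µM carbachol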
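Material – zebrafish TRPN1-YFP in HEK293 cells · Doses – 3 µM single point · Schedule – dye 1 h 37 °C plus 30 min RT · Signal – Fluo-8 calcium fluorescence, excitation 470-495 nm, emission 515-575 nm · Read-out – % activation versus carbachol response · Control set – carbachol high, DMSO low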
Cl transport mod: modulators of human KCC2 chloride dependent transport. 2.2% of 190,000 active. Q9H2X9. B-score of Tl+ flux slope (higher = more flux/activation; lower = inhibition) at 10 µM. KCC2 cells, thallium flux FluoZin-2 fluorescence. AID 1456;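 active means thallium flux slope and its plate-corrected score both differing from the plate sample mean at a set confidence after two filtering rounds, in either direction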;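 further: slope of fluorescence scaled to starting intensity during 10 to 20 s after thallium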
Starred values were filed as active, the others as inactive; i = inactive; . = not tested or not shown; [ ] = another dose, or the depositor's remark.

SMILES	PPC-1+TRAIL kill	zfTRPN1 agonist	Thrombin inh	Cl transport mod	Furin inh	TRPML3 ag	EBV gp42 inh	Calpain2 inh	Tb hexokinase
COc1ccc(OC)c(NC(=O)Cn2c(-c3ccc(Cl)cc3)noc2=O)c1	17	-1.0	-2	0.99	-14	0.5	3	15	1
Cc1[nH]c2ccccc2c1C(c1ccncc1)N1CCN(c2ccc(F)cc2)CC1 (stereo not drawn)	2	0.6	-11	0.016	-1	0.5	9	14	28
Cc1c(O)c(=O)c2ccccc2n1C	6	0.5	-20	1.1	-130	1.1	0	i	-13
Nc1ccccc1Nc1cc(-c2ccccc2)nn1-c1ccccc1	17	-0.2	-4	-0.21	-18	-0.1	-6	16	0
CSc1ccccc1NC(=O)Nc1ccccc1Cl	-3	-1.8	-10	-0.3	-15	-0.8	-9	6	-7
CCC(C)NS(=O)(=O)c1ccc(OCC(=O)N2CCCC2)cc1 (stereo not drawn)	23	-0.5	6	1.3	-17[20 µM]	1.1	-27	-9	1
Cc1nnc(SCC(=O)N(Cc2ccccc2)C(C)C)n1-c1ccccc1	14	-2.5	-6	-0.19	-5[20 µM]	0.4	3	14	-1
Cc1cc(=O)oc2cc(NC(=S)NCc3ccccn3)ccc12	-11	-2.9	4	0.033	-9	0.9	-11	-78	-27
CNC(=S)SCCOc1ccccc1C	1	1.4	-7	-0.039	-13	0.5	10	16	-1
O=C1CCCCC(=O)c2ccccc2N1	1	1.1	-1	0.5	-4[20 µM]	1.3	-8	-3	4
Cc1cc(C)c(S(=O)(=O)N2CCOC2CNC(=O)C(=O)NCc2cccnc2)c(C)c1 (stereo not drawn)	0	0.0	0	1.2	-23	0.6	-11	-19	4
OCc1nc2ccccc2n1CC(O)COc1ccccc1 (stereo not drawn)	-14	1.0	2	-0.46	-24	0.1	-21	-14	-5
O=[N+]([O-])c1ccc2[nH]c(O)c(N=NC(=S)NCC3CCCO3)c2c1 (stereo not drawn)	26	0.9	-7	3.2	-21	0.3	-14	1	-1
CCOC(=O)N1CCN(C(=O)COc2cccc3c2CCN(Cc2ccc(F)cc2)C3=O)CC1	5	5.6	-2	-0.19	-3	1.5	-25	-4	7
COC(=O)c1[nH]c2cccc(OC)c2c1NC(=O)CN1CCOCC1	-23	2.3	0	.	-15	0.4	-13	-275	-12
O=C(NC1CC2CCC(C1)N2C(=O)NCc1ccccc1)NC12CC3CC(CC(C3)C1)C2 (stereo not drawn)	20	1.5	3	-0.04	-19	-0.2	0	4	-5
O=C(CN1CCSc2ccccc21)NCCCc1ccccc1	-5	-0.1	-4	-0.74	-26	-0.6	-24	-25	-6
Cc1ccc(C)n1-n1cnc2sc3c(c2c1=O)CCC3	-5	-0.9	4	.	-16	-1.1	-1	-3	-10
O=C(Cn1cnc2c(cnn2-c2ccc(F)cc2)c1=O)OCc1ccccc1	7	-0.3	4	-0.14	-22	1.3	-20	-7	0
CCCCn1nc(-c2ccccc2)c2nc3ccccc3nc21	17	0.1	-5	.	-11[20 µM]	1.2	154*	-343	4
CCCc1c(C)[nH]c2ccc(NC(C)=O)cc2c1=O	34	-1.4	6	-0.56	-13[20 µM]	-0.1	-18	-23	-19
O=C(C1=NN[C@@H]2C(=O)N(Cc3ccccc3)C(=O)[C@H]12)c1ccc(F)cc1	2	1.7	-4	-0.19	-8	0.1	-14	-7	-29
CC(C)(C)c1ccc(OC(=O)c2cccnc2)cc1	4	-0.5	-2	-2.4	-22[20 µM]	-0.2	-8	24	-1
COc1ccc(N(C)C(=O)c2cc3c(s2)-c2ccccc2S(=O)(=O)C3)cc1	11	0.0	-1	-1	-2	0.5	-7	12	-59
COc1ccc(C)cc1NC(=O)C(Sc1nnc(Nc2ccccc2F)s1)c1ccccc1 (stereo not drawn)	-5	-1.6	-6	-0.016	-18	0.7	-20	-19	3
CCCn1nnc(NC(=O)COc2ccc(CC)cc2)n1	6	-1.7	3	0.02	0[20 µM]	0.0	-16	-14	6
COc1cc(CNCc2ccccn2)ccc1OCC(=O)NC1CCCCC1	-11	1.3	-16	0.3	-16	1.1	-5	-8	-4
Cc1ccc(NC(=O)C(=O)NCC2CCCO2)cc1 (stereo not drawn)	14	-0.4	2	-0.28	-20	0.8	0	-1	0
O=C(N1CCOCC1)N1CCOCC1	4	2.0	3	0.36	-20	0.6	-16	-6	5
COc1ccc2[nH]c(C)c(CCNC(=S)Nc3ccccc3C)c2c1	-22	2.0	1	4.1	-15	-0.2	-8	-17	1
CCOC(=O)N1CCN(C(=O)NC23CC4CC(CC(C4)C2)C3)CC1	9	0.8	34	-3.4*	-26[20 µM]	0.5	-13	12	3
CC(=O)N/C(N)=N/c1nc(=O)c2ccccc2s1	10	2.2	-9	0.028	-17	1.0	-8	-22	-33
COC(=O)c1c(NS(=O)(=O)c2ccccc2)csc1C	-1	-1.9	-5	1	-31	0.9	-8	-17	0
Cc1cccc(N2CCN(S(=O)(=O)c3ccc4[nH]c(=O)c(=O)[nH]c4c3)CC2C)c1 (stereo not drawn)	-5	-1.1	-4	.	-7[20 µM]	0.4	-4	-250	-15
O=C(NCc1ccco1)c1cnc2sccn2c1=O	-14	1.7	3	.	-6	0.4	4	13	-49
COc1ccc(-c2nn(-c3ccccc3)cc2CNCCN2CCOC2=O)c(F)c1	.	1.2	-4	.	-18	0.0	-25	-68	-3
Cn1c(CNc2nc(-c3ccccc3)cs2)nnc1SCC(=O)OC1CCCCC1	7	-1.6	3	-2.9	-1	-0.6	-24	3	3
CC(C)CCOc1ccc(C(CC(N)=O)C(=O)O)cc1 (stereo not drawn)	20	2.4	0	-0.45	-17[20 µM]	0.8	-18	5	5
COC(=O)C1=C(C)NC2=C(C(=O)CC(C)(C)C2)C1c1cnn(C)c1C (stereo not drawn)	22	-0.2	-9	0.91	-4	0.5	-12	-164	-7
Nc1cc2nn(-c3ccccc3)nc2cc1Cl	-1	0.4	6	1.2	-23	0.7	-2	i	-2
COC(=O)c1cn(NC(=O)Cc2ccc(Cl)cc2)c(=O)c2ccccc12	-4	2.1	-5	0.77	-4	0.5	1	25	-3
Cc1ccccc1CSCC(=O)NC1CCCC1	-11	-0.8	1	0.71	-16[20 µM]	0.1	6	-26	23
Cn1nnnc1SCc1ccc([N+](=O)[O-])cc1	5	0.2	3	0.77	-26	0.2	-18	-7	8
Cc1ccc([N+](=O)[O-])cc1S(=O)(=O)NCCc1c(C)[nH]c2c(C)cccc12	19	4.6	-7	0.69	-16	2.7	-6	-10	21
CCOC(=O)CSc1nnc(CNC(=O)c2ccc(OC)c(OC)c2)n1C	-7	-1.2	-3	-0.63	-33[20 µM]	1.2	2	13	2
CC(C)(C)OC(=O)N[C@@H](Cc1ccccc1)C(=O)N1CCC(C(=O)O)CC1	3	0.0	1	-0.0077	-34[20 µM]	0.0	3	-4	1
CCOC(=O)c1c(C)[nH]c(C(=O)CSc2ccc(Cl)cc2)c1C	-2	2.5	-3	-0.031	-11[20 µM]	0.2	-13	-7	-13
N#CC1=C(SCc2ccccc2)NC2=C(C(=O)CCC2)C1c1ccc2c(c1)OCO2 (stereo not drawn)	2	-0.8	-8	-0.16	-18	-0.7	-7	-28	-24
O=C(CNC(=O)c1ccc(F)cc1)Nc1ccccc1C(F)(F)F	13	0.5	2	-3	-21	-0.2	-6	19	1
COc1cnn(-c2ccc(Br)cc2)c(=O)c1SCc1ccccc1	8	-2.1	-4	0.66	-8	-0.5	-16	4	-11

Following part.
SMILES	PPC-1+TRAIL kill	zfTRPN1 agonist	Thrombin inh	Cl transport mod	Furin inh	TRPML3 ag	EBV gp42 inh	Calpain2 inh	Tb hexokinase
COc1cc(NC(=O)C/C(C)=N/NC(=O)c2cccs2)c(OC)cc1Cl	-3	0.7	-1	.	-23	0.2	-6	7	0
COCCCNC(=O)/C(C#N)=C/c1ccc(OCC(=O)O)c(OC)c1	-6	0.8	15	1.7	-4	-0.1	10	6	-34
O=C(N/N=C/c1cn(-c2cccs2)nc1-c1ccccc1)c1ccccc1Br	9	0.5	0	0.26	-4	0.3	-8	-27	-19
O=C(CCl)NN1C(=O)NC2(CCCCC2)C1=O	5	2.3	2	0.39	-33	1.3	0	-30	-2
CC1=CCC2([N+](=O)[O-])CN(CC(=O)O)CC1([N+](=O)[O-])C2 (stereo not drawn)	13	-0.1	-9	0.81	10	0.9	-7	-9	0
COc1ccccc1CNC(=O)CN1C(=O)CSc2ccc(S(=O)(=O)N3CCCC3)cc21	3	0.2	1	-0.02	-30	0.2	2	-2	-2
Cc1nc2ccc(S(=O)(=O)NCC(=O)N3CCCC(C)C3)cc2s1 (stereo not drawn)	12	-0.2	-8	.	-18	0.1	-4	-24	-4
COc1ccc(NC(=O)/C(C#N)=C/c2ccc(Br)o2)cc1	6	0.7	3	.	-22[20 µM]	-0.5	8	-69	-17
CCC(Sc1nc2ccccc2c(=O)[nH]1)C(=O)O (stereo not drawn)	14	-0.4	-3	0.099	-11[20 µM]	1.1	-6	-11	-12
Cn1c(N2CCN(C(=O)NCc3ccccc3)CC2)nc2ccccc21	11	-1.1	0	0.99	-34	-0.5	-27	-5	7
CCCCCCOc1ccc(N2C(=O)CC(SC(=NCC)NCC)C2=O)cc1 (stereo not drawn)	9	0.3	-3	0.39	-21	0.8	-1	18	0
CCn1cc(-c2cc(C(=O)O)c3ccccc3n2)cn1	51*[5 µM]	-1.2	3	0.03	-9	1.3	-3	-218	-15
O=C(/C=C/c1ccc2c(c1)OCO2)c1ccco1	22	-1.8	-11	0.94	-10	0.0	-6	-10	-25
CNC(=S)N(CCc1c(C)[nH]c2ccccc12)Cc1cc(OC)c(OC)c(OC)c1	-4	-2.1	0	-0.5	-12	-0.5	-9	-10	-2
Cc1cc2cc(C)c(NCCNC(=O)c3ccccc3)nc2cc1C	8	-1.5	-6	0.3	-45	0.4	-2	-132	-15
CCOC(=O)N1CCN(S(=O)(=O)c2ccc(C)cc2)C1	3	1.1	4	-0.0092	-6	0.5	-13	6	-4
CCC(C)(C)NC(=O)C(c1ccccc1)N(Cc1cccs1)C(=O)Cn1nnc2ccccc21 (stereo not drawn)	.	-2.5	.	1.3	-11[20 µM]	-1.8	.	.	-1
CCCCN(C)C(=O)c1nc2ccccn2c1CNCCCn1nnc2ccccc21	18	-0.3	-5	0.18	-21	0.4	2	-28	-12

2 of the compounds above, with two lines to a compound.
Values run as follows: PPC-1+TRAIL kill, zfTRPN1 agonist, Thrombin inh, Cl transport mod, Furin inh, TRPML3 ag, EBV gp42 inh, Calpain2 inh, Tb hexokinase
> CCn1cc(-c2cc(C(=O)O)c3ccccc3n2)cn1
 : 51*[5 µM], -1.2, 3, 0.03, -9, 1.3, -3, -218, -15
> COc1cc(NC(=O)C/C(C)=N/NC(=O)c2cccs2)c(OC)cc1Cl
 : -3, 0.7, -1, ., -23, 0.2, -6, 7, 0

Arranged by the number under TRPML3 ag (high to low): 3 from the list above.
compound	TRPML3 ag
Cc1cc2cc(C)c(NCCNC(=O)c3ccccc3)nc2cc1C	0.4
O=C(N/N=C/c1cn(-c2cccs2)nc1-c1ccccc1)c1ccccc1Br	0.3
CNC(=S)N(CCc1c(C)[nH]c2ccccc12)Cc1cc(OC)c(OC)c(OC)c1	-0.5
